MazF activator: increases E. coli MazEF RNase cleavage of RNA. 0.32% of 350,000 active. P0AE70. FAM/BHQ RNA-DNA oligo cleavage fluorescence, 5 h. activation, % at 20 µM; in the data active means activation above about 50%
Target sequence (P0AE70 whole entry, looked up): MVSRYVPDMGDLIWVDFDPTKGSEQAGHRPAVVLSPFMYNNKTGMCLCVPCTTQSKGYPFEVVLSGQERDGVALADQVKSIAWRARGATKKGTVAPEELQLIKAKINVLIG
BioA inh: inhibitors of Mycobacterium tuberculosis BioA enzyme | purified M. tuberculosis BioA enzyme, plate reader | inhibition, % at 9.99 µM | 0.096% of 360,000 active; in the data active means inhibition above about 40%; inconclusive means no clear call, values can overlap the other calls
PriA SSB inh: inhibitors of Klebsiella pneumoniae PriA binding to SSB C-terminal tail. inhibition, % at 33 µM. 0.6% of 430,000 active. AlphaScreen SSBct-PriA binding, biotinylated peptide; in the data active means inhibition mostly above about 37%, no sharp cut-off; inactive means mostly below about 20%;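 further: plate controls were negative control peptide for no effect and reference peptide for full effect; strong numbers were not always called active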
SARS 3CLpro inh: SARS-CoV 3CLpro protease inhibition; recombinant SARS-CoV 3CLpro, quenched FRET peptide cleavage; inhibition, % at 6 µM; 0.14% of 290,000 active; in the data active means inhibition above about 12%
FBA Mtb inh: inhibits M. tuberculosis FBA enzyme | purified M. tuberculosis FBA, fluorescence read-out | inhibition, % at 1 µM | 2.3% of 360,000 active | AID 588726; in the data active means inhibition above about 27%;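 further: 0% = vehicle and 100% = reference inhibitor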
Target sequence (P9WQA3 whole entry, looked up): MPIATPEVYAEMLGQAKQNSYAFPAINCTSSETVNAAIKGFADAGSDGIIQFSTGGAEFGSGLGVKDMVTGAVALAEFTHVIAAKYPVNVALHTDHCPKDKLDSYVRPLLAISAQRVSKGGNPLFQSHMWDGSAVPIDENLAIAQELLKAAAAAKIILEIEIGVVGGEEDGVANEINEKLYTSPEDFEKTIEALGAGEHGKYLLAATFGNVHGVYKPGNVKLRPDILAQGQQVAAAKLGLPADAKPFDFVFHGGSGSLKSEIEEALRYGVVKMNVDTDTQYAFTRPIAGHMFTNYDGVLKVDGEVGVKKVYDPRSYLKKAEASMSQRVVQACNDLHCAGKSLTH
GDH-TPI inh: inhibits GDH-TPI coupling enzymes, artifact for Mtb FBA screen; GDH-TPI coupled enzyme counterscreen, NADH absorbance; inhibition, % at 4.8 µM; 1.2% of 360,000 active; in the data active means inhibition above about 30%;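 further: 0% = DMSO wells and 100% = wells lacking the enzyme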
Rv3671c protease: inhibits the M. tuberculosis serine protease Rv3671c; P9WHR9; inhibition, % at 5.96 µM; 0.048% of 320,000 active; AID 2606; in the data active means inhibition above about 38%;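 further: extracellular domain of Rv3671c used as enzyme; 0% = enzyme with DMSO and 100% = no enzyme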
Target sequence (P9WHR9 whole entry, looked up, the tested form may be a part): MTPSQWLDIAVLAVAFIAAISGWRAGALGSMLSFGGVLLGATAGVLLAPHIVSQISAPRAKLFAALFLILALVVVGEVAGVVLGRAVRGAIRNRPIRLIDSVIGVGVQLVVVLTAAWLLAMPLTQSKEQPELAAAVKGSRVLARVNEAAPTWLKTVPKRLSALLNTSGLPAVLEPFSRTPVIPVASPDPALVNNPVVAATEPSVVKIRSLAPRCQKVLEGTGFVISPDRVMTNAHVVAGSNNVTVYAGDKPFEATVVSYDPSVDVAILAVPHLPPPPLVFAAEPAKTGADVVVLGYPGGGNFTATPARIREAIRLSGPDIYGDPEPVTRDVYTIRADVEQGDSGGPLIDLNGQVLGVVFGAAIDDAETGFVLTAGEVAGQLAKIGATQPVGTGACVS
Mtb UGM inh: blocks M. tuberculosis UGM enzyme | purified UGM, fluorescence polarization probe displacement | inhibition, % at 10 µM | 0.06% of 320,000 active | AID 504406; in the data active means inhibition above about 10%, passing the limit was not always enough; inconclusive means no clear call, values can overlap the other calls
DUSP3 inh: inhibitors of human VHR1 phosphatase (DUSP3). P51452. 0.52% of 290,000 active. inhibition, % at 13.3 µM. recombinant VHR phosphatase, pNPP absorbance. AID 1654; in the data active means inhibition above about 50%; further: some compounds called inactive have numbers as strong as hits
Target sequence (P51452 whole entry, looked up): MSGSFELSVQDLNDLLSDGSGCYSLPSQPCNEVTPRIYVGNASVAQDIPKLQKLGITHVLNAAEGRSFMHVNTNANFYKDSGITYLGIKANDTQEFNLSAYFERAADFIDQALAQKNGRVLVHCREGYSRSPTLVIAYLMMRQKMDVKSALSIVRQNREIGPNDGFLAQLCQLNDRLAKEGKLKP
BH1578 lux ind: inducers of Vibrio cholerae quorum light production without autoinducers | V. cholerae BH1578 lux reporter, luminescence, 6 h | activation, % at 18.7 µM | 0.16% of 350,000 active; in the data active means activation mostly above about 9.7%, no sharp cut-off; inconclusive means no clear call, values can overlap the other calls; inactive means mostly below about 3.7%; further: not every result past the cut was called active; inactives centre near 0; reference of the scale not given here
An asterisk follows results filed as active; i = inactive; ? = inconclusive; / = no result given; + = active, no number; & = joins results of further samples.

SMILES	MazF activator	BioA inh	PriA SSB inh	SARS 3CLpro inh	FBA Mtb inh	GDH-TPI inh	Rv3671c protease	Mtb UGM inh	DUSP3 inh	BH1578 lux ind
COc1ccc(NC(=O)c2sc(=O)n(Cc3ccc(S(=O)(=O)N(C)C)cc3)c2C)cc1	/	-1.9	/	/	1	-13	/	/	/	i
O=C(NCc1ccc2c(c1)OCO2)c1cc2ccccc2o1	-1	-0.8	-12	7	2	9	-9	0.2	19	i
CCCC[n+]1ccn(-c2nc3ccccc3nc2[N-]S(=O)(=O)c2ccc(Cl)cc2)c1	-1	/	-3	-2	21	2	-2	0.1	4	0.1
O=C(NC1CC1)c1cc2c(s1)-c1ccccc1OC2	0	1.8	-22	-3	+	23	-3	1.0	-6	-0.3
Cc1cc(=O)oc2cc(OCC(=O)Nc3ccc(F)cc3F)ccc12	-15	-1.9	-1	/	5	8	/	/	/	i
COc1ccc(CCN(Cc2nc3ccccc3c(=O)[nH]2)C(=O)C2CC2)cc1	2	1.0	3	1	1	3	14	2.2	22	-0.3
CCN(c1ccccc1)S(=O)(=O)c1ccc(Cl)c(NC(=O)CSc2nc(N)cc(=O)[nH]2)c1	0	-0.2	/	/	1	1	/	/	/	-0.5
O=C(NCCc1ccc(F)cc1)Nc1ccccc1	-7	-2.5	-6	2	0	-1	3	-0.6	-3	i
COC(=O)c1c(-c2c(Cl)cccc2Cl)noc1NC(=O)NN1CCCCC1	2	4.8	9	3	-1	-3	-1	1.4	32	-0.9
Cc1c(NC(=O)Cn2nc(C(F)(F)F)c3c2CCCC3)c(=O)n(-c2ccccc2)n1C	-4	-1.3	-18	-2	1	-4	3	-1.1	3	0.0
O=C(Nc1nccs1)C1C2CC3OC(=O)C1C3C2 (centres undefined)	10	-0.6	-6	-2	3	3	3	-0.3	-8	i
O=C(NNC(=O)c1nn(-c2ccc(F)cc2)ccc1=O)c1ccc(C(F)(F)F)cc1	0	/	-12	5	0	10	2	-0.4	-5	-2.5
Oc1[nH]c2ccc(Br)cc2c1N=Nc1ccc(C(F)(F)F)cn1	-5	-1.1	8	3	2	6	-20	1.4	25	-0.5
CCNC(=O)C1(C)CCCN(C(=O)c2sccc2C)C1 (centres undefined)	/	-2.1	/	/	0	5	/	/	/	-4.5
O=C(C(=O)N1CCOCC1)c1cn(CC(=O)N2CCc3ccccc3C2)c2ccccc12	10	2.1	-15	2	0	10	-1	4.9	22	-0.3
Cc1ccc(NS(=O)(=O)c2c(C(=O)N3CCCC3)c(C)n(C)c2C)cc1	10	-0.4	4	4	1	0	4	-1.1	18	i
O=C(NCc1ccccc1)c1ccc[n+]([O-])c1	3	0.4	-11	1	-1	-8	8	0.0	32	-0.5
Cc1ccc(C(=O)N2CCC3(CC2)NCCc2[nH]cnc23)cc1C	12	-0.9	3	-1	-3	-6	0	-1.7	2	-0.2
O=C(CCCCn1cnc2c(=S)nc[nH]c21)Nc1ccc(C(=O)O)c(O)c1	10	-1.0	-8	/	9	7	/	/	/	i
CC(C)C(NC(=O)c1c(F)cccc1F)C(=O)NCc1ccc(S(=O)(=O)N2CCOCC2)cc1 (centres undefined)	1	-0.5	-14	/	-4	5	4	1.2	/	i
COc1cccc(C(=O)NCC(=O)N2CCC3(CC2)NCCc2[nH]cnc23)c1OC	2	0.2	-1	2	7	51*	3	-2.0	-14	0.4
Cc1oc(-c2ccccc2Cl)nc1CS(=O)(=O)CC(=O)N1CCOCC1	7	-3.9	-5	0	4	1	-2	-1.3	6	-0.2
COc1cc2c3cc1Oc1c(OC)c(OC)cc4c1[C@H](Cc1ccc(cc1)Oc1cc(ccc1O)C[C@H]3N(C)CC2)N(C)CC4	13	0.2	3	/	-2	4	1	-2.9	/	1.2
O=C(N=C1c2ccccc2CN1c1ccc(F)c(Cl)c1)c1cccnc1Cl	/	/	/	3	/	/	-14	0.8	3	/
Cc1cc(C)n2cc(-c3ccc(Cl)cc3)c(C(=O)O)c2n1	-2	/	-4	0	-2	-3	-2	-4.1	-6	-0.3
COc1ccc(N(CC(=O)NCCC2=CCCCC2)S(=O)(=O)c2ccccc2)cc1	-11	-0.4	-2	2	-2	3	-2	-2.6	-15	2.8
O=C(Cn1c[n+](CC(=O)c2ccc([N+](=O)[O-])cc2)cn1)c1ccc([N+](=O)[O-])cc1	6&-14	/	9	2&3	0&3	13&11	2&15	7.0&0.2	23&15	-0.1
O=c1c(C(c2c(O)nc3n(c2=O)CCS3)c2cccc3ccccc23)c(O)nc2n1CCS2	-6	0.8	-7	0	7	9	5	-3.0	34	-7.1
COc1cccc(CNC(=O)Cn2cccc2C(=O)c2ccccc2C)c1	3	-2.5	5	2	3	27	-10	-0.5	23	-0.3
Cc1cccc(-c2nnc(NC(=O)c3ccc(Cl)cc3)o2)c1	-6	0.6	0	0	3	8	1	3.4	-1	-2.2
CCOc1ccc(S(=O)(=O)NCCC(=O)N2CCN(C(C)=O)CC2)cc1	-2	-1.3	/	/	8	-2	/	/	/	i
COc1ccc(NCc2nc3ccccc3n2C)cc1	24	1.6	14	1	0	0	-6	3.2	25	i
CCN(CC)S(=O)(=O)c1ccc(C)c(C(=O)Oc2cccc(-c3cnc4ccccc4n3)c2)c1	2	-1.8	2	-7	-4	5	1	1.8	-6	-0.3
CC(C)(C)Nc1nc(NCc2cccnc2)nc(N2CCOCC2)n1	4	/	-1	5	-2	1	-4	0.4	9	1.6
O=C(OCC(=O)c1ccco1)c1ccc2ncsc2c1	1	-0.8	-9	-2	-10	2	-13	-1.2	40	1.8
O=C(/C=C/c1ccc(Cl)cc1Cl)Nc1cccc(S(=O)(=O)NC2=NCCC2)c1	-4	/	8	3	-2	-6	-75	-1.0	-8	i
Cc1ccc(CN2C(=O)NC(Cc3c[nH]c4ccccc34)C2=O)cc1 (centres undefined)	-3	-0.4	-11	3	-3	-1	-17	-1.3	4	-0.1
CCN(Cc1cccs1)C(=O)CN1CCN(S(=O)(=O)c2ccc3c(c2)OCCCO3)CC1	0	-0.5	4	/	2	1	/	/	/	-1.5
COc1cccc(C2=NOC(C(=O)NCCN3CCOCC3)C2)c1 (centres undefined)	-2	/	4	-4	0	4	-3	-1.5	7	-0.4
Cc1ccc(-n2nc3c(c2NC(=O)c2ccco2)CS(=O)C3)c(C)c1 (centres undefined)	-2	-0.8	2	/	-1	-5	-1	-0.9	/	-0.5

Reformatted: 3 of the compounds above.
SMILES,MazF activator,BioA inh,PriA SSB inh,SARS 3CLpro inh,FBA Mtb inh,GDH-TPI inh,Rv3671c protease,Mtb UGM inh,DUSP3 inh,BH1578 lux ind
CC(C)(C)Nc1nc(NCc2cccnc2)nc(N2CCOCC2)n1,4,/,-1,5,-2,1,-4,0.4,9,1.6
O=C(OCC(=O)c1ccco1)c1ccc2ncsc2c1,1,-0.8,-9,-2,-10,2,-13,-1.2,40,1.8
O=C(/C=C/c1ccc(Cl)cc1Cl)Nc1cccc(S(=O)(=O)NC2=NCCC2)c1,-4,/,8,3,-2,-6,-75,-1.0,-8,i

Going on with the list:
SMILES	MazF activator	BioA inh	PriA SSB inh	SARS 3CLpro inh	FBA Mtb inh	GDH-TPI inh	Rv3671c protease	Mtb UGM inh	DUSP3 inh	BH1578 lux ind
COc1cc(CCC(=O)OCC(=O)Nc2ccccc2F)cc(OC)c1OC	1	0.2	-4	4	-1	-4	-4	1.5	16	i
O=C(O)C[C@]1(C(=O)Nc2ccc(F)cc2)CC(/C=C/c2ccccc2)=NO1	-3	-1.9	-14	3	-3	0	-6	1.3	5	i
O=C(C1=C[C@H](c2coc3ccccc3c2=O)C[C@H](OCCCCO)O1)N1CCN(Cc2ccc3c(c2)OCO3)CC1	7	0.9	-5	6	0	1	-10	4.6	12	0.9
COc1ccc(CC2(CO)CCN(S(=O)(=O)c3sccc3C)CC2)cc1	-1	/	-11	3	8	8	9	-4.7	30	0.0
COc1cc(C(=O)NCCNc2nc3ccc(C)cc3cc2C#N)cc(OC)c1OC	-4	-1.6	-14	2	39*	5	4	0.6	6	-0.4
CCOC(=O)C1CCN(C(=O)c2ccc(N(C)S(C)(=O)=O)cc2)CC1	3	1.2	-13	4	-4	-10	-9	-0.2	4	i
O=C1NC(C(F)(F)F)(C(F)(F)F)N=C2SC=CN12	8	0.4	-1	0	3	6	-1	0.3	-2	-0.2
CN(CCOc1ccccc1)CC(=O)Nc1ccc([N+](=O)[O-])cc1Cl	-1	/	26	4	-3	6	1	2.2	16	i
Cc1nn(Cc2ccccc2)c(Cl)c1C(=O)OCC#N	3	3.6	-6	0	-4	-6	-6	1.6	9	-0.2
CCN(CC)S(=O)(=O)c1ccc(NC(=O)CNC2CCCCC2)cc1	6	-0.8	-1	3	2	2	0	-0.5	-14	i
O=C(CN1C(=O)C(=O)N(C2CCCC2)C1=O)Nc1cc(Cl)ccc1[N+](=O)[O-]	-4	-1.7	-11	/	3	3	-3	-0.3	/	i
Cc1cccc(NC(=S)N2CCN(S(=O)(=O)c3ccc(F)cc3)CC2)c1	7	0.0	-9	3	-1	3	4	-1.3	28	i
CS(=O)(=O)c1cccc(-c2nnc(NC(=O)c3ccc4ncsc4c3)o2)c1	2	/	-18&-1	/	4	-2	12	-2.2	/	-0.3
Cc1[nH]c2ccc(Cl)cc2c(=O)c1CN1CCCC1	0	1.7	9	-2	1	1	9	-4.5	13	-0.2
COc1cc2c(NCCCCCO)ncnc2c(OC)c1OC	8	0.4	/	/	6	16	/	/	/	-0.3
CCN1C(=O)N[C@@H](c2cccc(C(F)(F)F)c2)[C@H](C(=O)OC)[C@H]1C	5	-1.1	-21	/	-3	-23	-1	1.7	/	-0.9
COc1ccc(CCNC(=O)CSc2ccc(-c3ccccc3)nn2)cc1OC	1	1.3	-3	6	1	7	-2	-1.5	22	-3.5
COCc1nnc(N)s1	4	-1.9	-16	-1	0	9	2	-0.4	8	-0.7
N#Cc1ccccc1CN1C(=O)NC(Cc2c[nH]c3ccccc23)C1=O (centres undefined)	-3	-0.9	-11	1	4	11	10	-0.3	20	-0.6
Cc1ccc(S(=O)(=O)NN=C2CC(C)(C)OC2(C)C)cc1	1	-1.6	/	/	-2	0	/	/	/	-4.0
COc1ccc(S(=O)(=O)N2CCOC2CNC(=O)C(=O)NCc2ccccc2Cl)cc1 (centres undefined)	-9	-0.9	-3	-3	3	2	3	1.1	-7	i
CCc1ccc(C(C(=O)NCc2ccc(F)cc2)N(C(=O)c2csnn2)C2CC2)cc1 (centres undefined)	4	3.8	-12	3	-2	3	1	-4.3	6	-3.8
O=C(Nc1ccc(Cl)c(C(F)(F)F)c1)c1ccco1	5	-0.8	-6	-2	-1	-4	-4	-1.8	-5	-0.2
O=C(Nc1cccc(O)c1)c1ccc(S(=O)(=O)N2CCCCCC2)cc1	7	1.1	0	9	-1	-3	/	/	13	-0.4
COc1ccc(N2C(=O)NC(=O)/C(=C\c3cn(C)c4ccccc34)C2=O)cc1	290*	-25	-7	1	-8	-8	-8	?	16	-1.4
COc1cc(CCC(=O)OCC(=O)N2CCc3ccccc32)cc(OC)c1OC	1	/	-5	0	1	1	-4	-2.1	/	-0.8
Cc1ccnc(Nc2nc(-c3ccc(O)cc3O)cs2)c1	17	0.0	25	-1	2	11	0	0.9	6	0.2
O=C(NCc1ccccc1)C(c1ccc(O)cc1)N(C(=O)c1cnccn1)c1ccccc1 (centres undefined)	3	-1.4	-8	4	-2	-6	-5	-0.7	21	-0.3
CCc1ccc(CNCCc2c[nH]c3ccccc23)cc1	14	-3.5	12	-6	-2	-1	-9	-0.6	-8	i
O=C1CCCN2N=C(SCC(=O)Nc3cccc(Cl)c3)SC2=N1	-14	1.5	-5	2	-4	-2	-3	-3.0	20	i
COc1ccc(OC)c(S(=O)(=O)N2CCC(C(=O)NCCc3ccc(OC)c(OC)c3)CC2)c1	1	0.4	-12	1	3	5	2	1.5	13	0.3
CCC(=O)NCC(c1cccs1)N1CCOCC1 (centres undefined)	-1	-0.3	9	-1	-1	-13	5	2.4	12	i

Not all compounds are listed; count on the stated rates, not on these rows.
